# SNCA expr inhib – inhibitors of alpha-synuclein (SNCA) gene expression. HEK-293 SNCA-luciferase knock-in, luminescence, 24 h. Potency, µM (doses to about 57.2 µM), without a hit: at the highest dose activity change, negative = inhibition, hits mostly inhibitors. 140,000 compounds, 0.17% hits. AID 1671194;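 note: potency is the fitted concentration of half-maximal effect; plate controls were DMSO cells for no effect and cell-free wells for full effect; nearly all actives have a fitted effect of over 45% in size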
# 3T3 cytotox – cytotoxic compounds in NIH 3T3 cells. Potency, µM (series often up to 96.7 µM), inactives show at the highest dose activity change, negative = cytotoxicity, most hits filed as inhibitors. NIH 3T3 viability, CellTiter-Glo ATP luminescence, 48-72 h. 94,000 compounds, 4.3% hits. AID 1345082; note: potency is the fitted concentration of half-maximal effect; nearly all actives have a fitted effect of over 55% in size
#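 Cells were seeded at 400 per well, treated with pin-transferred compound, and kept 48 or 72 hr at 37 °C before CellTiter-Glo addition and luminescence imaging of cellular ATP.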
# GPT2 inh – inhibitors of human GPT2 alanine aminotransferase | Q8TD30 | Recombinant GPT2, coupled pyruvate oxidase/HRP Amplex Red fluorescence | Potency, µM (series often up to 57.7 µM), for inactives: at the highest dose activity change, negative = inhibition, actives largely listed as inhibitors | 100,000 compounds, 0.25% hits; note: potency is the fitted concentration of half-maximal effect; nearly all actives have a fitted effect of over 60% in size; many of its hits are not listed in these tables
#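 Recombinant GPT2 (10ng/uL) with 250uM a-KG and 2mM L-alanine, 30 min at room temperature, in HEPES pH 7.5 buffer. Pyruvate detected by pyruvate oxidase/HRP/Amplex Red fluorescence after 30 min in the dark; AOA (50uM) as positive control.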
# SNCA viab count – counter-screen for SNCA expression inhibitors: cell viability; HEK-293-SNCA-luc viability, GF-AFC fluorescence, 24 h; Potency, µM (top dose mostly 57.1 µM), inactives show at the highest dose activity change, negative = cytotoxicity, most hits filed as cytotoxic; 150,000 compounds, 0.12% hits;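 note: potency is the fitted concentration of half-maximal effect; 0% = DMSO-treated cells and -100% = medium-only wells without cells; nearly all actives have a fitted effect of over 30% in size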
#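 HEK-293-SNCA-luc cells (1500/well) plated 24 h, then exposed 24 h to a dilution series; GF-AFC added 30 min at 37C, fluorescence 405/540 nm; normalised to medium-only and DMSO wells, Hill fit.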
# FLuc inh – Photinus pyralis luciferase inhibition; Potency, µM (doses to about 115 µM), inactives show top-dose activity change, negative = inhibition, hits mostly inhibitors; P08659; 76,000 compounds, 2.5% hits; purified P. pyralis luciferase, luminescence, biochemical; note: potency is the fitted concentration of half-maximal effect; nearly all actives have a fitted effect of over 65% in size
# Target sequence (P08659 whole entry, looked up): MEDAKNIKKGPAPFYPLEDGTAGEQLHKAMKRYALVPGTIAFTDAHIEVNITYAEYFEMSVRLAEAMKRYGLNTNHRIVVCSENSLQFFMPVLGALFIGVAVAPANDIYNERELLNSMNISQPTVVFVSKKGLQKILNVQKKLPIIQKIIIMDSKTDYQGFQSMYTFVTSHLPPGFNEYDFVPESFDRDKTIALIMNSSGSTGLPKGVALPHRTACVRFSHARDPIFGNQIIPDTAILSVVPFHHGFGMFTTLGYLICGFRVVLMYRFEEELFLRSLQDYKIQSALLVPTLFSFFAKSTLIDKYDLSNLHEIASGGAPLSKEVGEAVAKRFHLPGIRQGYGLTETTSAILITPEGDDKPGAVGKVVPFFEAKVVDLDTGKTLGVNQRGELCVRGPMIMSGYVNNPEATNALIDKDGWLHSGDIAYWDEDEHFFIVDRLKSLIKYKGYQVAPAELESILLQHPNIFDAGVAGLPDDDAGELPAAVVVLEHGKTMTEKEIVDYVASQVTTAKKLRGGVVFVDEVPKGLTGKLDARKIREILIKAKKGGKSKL
#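 Luminescence read by CCD imager after adding enzyme (10nM final) to wells holding compound, titrated in qHTS. Substrates 10uM each D-luciferin and ATP; buffer 50mM Tris acetate pH 7.5, 10mM Mg acetate, Tween-20, BSA.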
# HEK293 tox – cytotoxic compounds in HEK 293 cells | HEK 293 viability, ATP luminescence (CellTiter-Glo), 48-72 h | Potency, µM (titrated, usually from 115 µM), without a hit: at the highest dose activity change, negative = cytotoxicity, most hits filed as inhibitors | 94,000 compounds, 6.6% hits | AID 1345083; note: potency is the fitted concentration of half-maximal effect; nearly all actives have a fitted effect of over 60% in size
#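 HEK 293 seeded at 250 cells/well receive compound via pintool. After 48 or 72 hr at 37 degree Celsius, 5% CO2 and 95% humidity, CellTiter-Glo is dispensed and luminescence read following 10 min at room temperature.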
# IP6K1 inhibitor – inhibitors of human IP6K1. IP6K1 kinase, ADP-Glo luminescence, 2 h; hits give low values. activity change, % (series mostly up to about 58 µM). 140,000 compounds, 0.81% hits; in the data active = activity change below about -25%
# Target sequence (Q92551 whole entry, looked up): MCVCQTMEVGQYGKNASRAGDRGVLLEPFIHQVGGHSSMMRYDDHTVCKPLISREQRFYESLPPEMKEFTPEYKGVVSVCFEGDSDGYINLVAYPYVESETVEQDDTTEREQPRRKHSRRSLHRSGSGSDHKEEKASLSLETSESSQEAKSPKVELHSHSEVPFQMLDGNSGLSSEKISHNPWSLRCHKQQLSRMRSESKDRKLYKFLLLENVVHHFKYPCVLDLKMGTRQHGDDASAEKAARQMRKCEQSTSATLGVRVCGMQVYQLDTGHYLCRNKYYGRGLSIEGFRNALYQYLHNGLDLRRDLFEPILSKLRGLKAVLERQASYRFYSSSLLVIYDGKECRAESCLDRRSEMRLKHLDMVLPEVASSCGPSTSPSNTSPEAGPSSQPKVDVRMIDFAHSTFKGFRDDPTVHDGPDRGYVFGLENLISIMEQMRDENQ
#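 ADP-Glo luminescence measures ADP made by human IP6K1 during a 2 h RT reaction with ATP/IP6 (mix at 1.3 mM/130 uM); top library doses 57.5 and 19.1 uM final.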
# * hit, by the source's call; i = inactive; ? = inconclusive; . = no result given; & = joins results of further samples; [ ] = dose if it differs, or a comment. Unless noted, calls come from the whole dose curve; as a rule, active = well fitted curve in the direction sought with a large enough effect; inconclusive = small, poorly fitted or top-dose-only effect, or another doubt; inactive = no such curve, though single readings can be large; an effect the other way counts as inactive or inconclusive. Unless noted, % is set by controls: 0 for no effect and ±100 for the full control effect.
SMILES,SNCA expr inhib,3T3 cytotox,GPT2 inh,SNCA viab count,FLuc inh,HEK293 tox,IP6K1 inhibitor
CN(C)c1ccc(C(CNC(=O)c2ccccc2Cl)N2CCCC2)cc1 (configuration not stated),-10%,.,.,-1%,.,.,-8
Cc1ccc(CCNC(=O)CN2CC3CC(C2)[C@H]2CCCC(=O)N2C3)cc1 (some centres not stated),2%,i,0%,2%,2%,2%,3
Cn1cnc(S(=O)(=O)N2CCCC(OCc3noc(-c4cccnc4)n3)C2)c1 (configuration not stated),2%,-1%,i,?,.,i,-3
O=C(NCc1ccc(Cl)nc1)c1cn2c(n1)CN([S+](=O)([O-])c1cccc(C(F)(F)F)c1)CC2,-20%,-14%,i,2%,.,-17%,3
CCOC(=O)c1ccc(NC(=O)Cn2c(-c3cnccn3)nc(C)c(CCO)c2=O)cc1,-16%,-25%,i,2%,-5%,-9%,-6
C#CCNC(=O)c1nc2cccnc2n(C2CCCC2)c1=O,-11%[87.6 µM],-28%[138 µM],i,-9%[87.6 µM],.,?,18
Cn1cnc(S(=O)(=O)N2CC(F)(F)C[C@H]2c2nc(C3CC3)no2)c1,15%,-4%,-11%,-7%,-5%,4%,7
CC(c1cccs1)N(C)C(=O)Nc1ccc(Cl)cc1 (configuration not stated),3%[87.6 µM],79µM*,2%[88.5 µM],-15%[87.6 µM],45µM*,?,-11
COCCNC(=O)c1ccc2c(c1)N=C(C)c1cc(C)ccc1S2,-28%&-13%,-39%,-6%,-20%&-21%,9%,?,-5&4
CN(C)CCCn1c(-c2ccc(Cl)cc2)csc1=Nc1ccccc1,26%,.,.,-3%,.,.,-10
COCCOc1ccc(C(=O)N[C@@H]2CN(C3CCN(C)CC3)CCC[C@H]2O)cc1,-26%[87.6 µM],i,1%[88.5 µM],5%[87.6 µM],0%[172 µM],-9%[172 µM],-10
CN(Cc1nccn1C)Cc1cnc(S(=O)(=O)CC2CC2)n1CC1CCCCC1,-12%,-6%,?,-8%,-9%,?,10
CCCC(=O)NCC1(N(C)C)CCCCC1,37%,.,.,2%,.,.,58
O=C(NC1CCCN(c2cc(-c3ccccc3)[nH]n2)C1)c1cc(Cl)ccc1F (configuration not stated),-13%,?,-8%,-18%,8%,?,20
CN(C)CCN(C)C(=O)c1ccc(-c2ncc3cnc(-c4cccc(F)c4)cn23)cc1,14%[87.6 µM],45µM*,?,-2%[87.6 µM],-20%[172 µM],50µM*,2
O=C(COc1ccc(F)cc1)N1CCC(Oc2ncccc2C(=O)N2CCCCC2)C1 (configuration not stated),-17%,?,2%,-7%,5%,-4%,8
CCOCCOC1CCN(C(=O)NCc2ccc(C)cc2)CC1,-9%,-4%,i,-7%[12.5 µM],-16%,-9%,2
O=C(O)COc1ccc(-c2nccc3c2C(=O)N(Cc2c[nH]c4ccccc24)CC(COc2cccc(N4CCOCC4)c2)O3)cc1 (configuration not stated),-13%,?,-6%,1%,-20%,-2%,17
CN[C@@H](CC(C)C)c1nc(-c2cccnn2)no1,-15%,-1%,-2%,-8%,-3%,-1%,-9
COc1ccccc1NC(=O)N1CCC2(CC1)SCC(=O)N2Cc1ccco1,-11%,-8%,i,-9%,-7%,?,-3
O=C(c1ccco1)N1CCOc2ccc(CN3CCc4ccccc4C3)cc2C1,3%,-20%,-4%,11%,2%,?,-8
O=C(c1cccs1)N1CCN2CCS(=O)(=O)N(C3CC3)C(=O)C2C1 (configuration not stated),10%,-6%,4%,-1%,.,1%,3
CCn1cc(C(=O)N2CCCC(C(=O)Nc3cccc(-c4cc5ccccc5[nH]4)c3)C2)cn1 (configuration not stated),-13%,?,-4%,-10%,?,40µM*,28
Cc1noc(C)c1[S+](=O)([O-])N1CCCC1C(=O)N1CCC(c2ccccc2)CC1 (configuration not stated),-23%,?,i,-14%,.,?,-4
CC(C)CCN1CC2(CCN(C(=O)C3CC34CCCC4)CC2)OC1=O (configuration not stated),-4%,-28%,-8%,-5%,3%,?,10

# The list goes on.
SMILES,SNCA expr inhib,3T3 cytotox,GPT2 inh,SNCA viab count,FLuc inh,HEK293 tox,IP6K1 inhibitor
O=C(c1[nH]ncc1Cl)N1CCCC(CCc2c(F)cccc2F)C1 (configuration not stated),-4%,?,-1%,-14%,-27%,?,-7
Cc1cc(O)c(CN2CCN(c3ccc(F)cc3)CC2)c2oc(=O)cc(C)c12,10%,.,.,-4%,.,.,2
O=C(NCCCN1CCN(c2cccc(Cl)c2)CC1)Nc1ccccc1C(F)(F)F,-13%,.,.,-12%,.,.,21
CCCCC(F)(F)[C@@]1(O)CC[C@H]2[C@H](CC(=O)[C@@H]2CCCCCCC(=O)O)O1,32%,.,?,11%&4%,.,.,22
CN(Cc1ccccc1)Cc1cc(C[C@H]2CNCC[C@H]2CC(=O)N2CCOCC2)no1,5%[87.6 µM],-17%[138 µM],-14%[88.5 µM],2%[87.6 µM],-10%[172 µM],-16%[172 µM],-7
COc1ccc(C(=O)N2CCOCC3(C2)CN(c2ccccc2)C3)cc1OC,23%[87.6 µM],-38%[138 µM],?,2%[87.6 µM],-14%[172 µM],?,13
N#CC1=C2SCN(C3CCCCC3)CN2C(=O)CC1c1c(F)cccc1Cl (configuration not stated),-9%,.,.,2%,.,.,-11
CCC(C)n1c(=N)c(C(=O)NC2CCCCC2)cc2c(=O)n3cc(C)ccc3nc21 (configuration not stated),5%,.,.,?,.,.,0
CCOc1ccccc1-c1noc(-c2nnn3c2COC(c2cccc(OC)c2)C3)n1 (configuration not stated),-8%,0%,i,7%,14%,7%,1
COc1ccc(CN2C[C@H](O)C[C@H]2c2nc(-c3cccc(C)c3)no2)c2ccccc12,114%[activator][87.6 µM],79µM*,-22%[88.5 µM],-7%[87.6 µM],20µM*,100µM*,-13
CCOc1ccccc1NC(=O)C1CCN(S(=O)(=O)c2ccccc2)CC1,12%,.,.,8%,.,.,1
O=C1COc2ccc(OCC3CC3)nc2CN1Cc1ccc(C(F)(F)F)cc1,-13%[87.6 µM],79µM*,?,-1%[87.6 µM],-1%[172 µM],79µM*,-15
CNC(=O)[C@@H](c1ccccc1F)N1CCC[C@H]1C(=O)N(C)Cc1ccccc1,-9%[87.6 µM],?,0%[88.5 µM],-12%[87.6 µM],-24%[172 µM],?,6
COc1ccc(Br)cc1CNC(=O)CN1C(=O)c2cccnc2Oc2ccc(C)cc21,?,.,.,-16%,.,.,0
CCOCCCNC(=O)C(c1ccc(C)cc1)N(Cc1ccc2c(c1)OCO2)C(=O)c1ccccc1O (configuration not stated),0%,.,.,-24%,.,.,15
CCOc1ccc(CNC(=O)c2cnc3sc(N4CCCCCC4)nn3c2=O)cc1OC,8%,.,.,-3%,.,.,42
CCC(CC)NC(=O)C1Cn2cccc2C(=O)N1C (configuration not stated),-6%,-4%,i,-6%,-7%,4%,1
O=C1CCN(Cc2ccccc2)CCOCCN1,-6%,-19%,-6%,8%,-1%,-25%,4
O=C1NC2(CN(Cc3cccc4ccccc34)C2)Oc2ccccc21,19%[87.6 µM],?,i,8%[87.6 µM],-26%[172 µM],?,-5
COCCNC(=O)[C@H]1C[C@H](Oc2ccccc2)CN1C(=O)c1ccccc1,-1%,0%,i,1%,0%,i,14
Cn1c(C(=O)NCc2ccccc2F)cc2cc(S(=O)(=O)N3CCCCC3)ccc21,5%,.,.,-3%,.,.,11
COC(=O)CSc1ccc2nnc(CCNS(=O)(=O)c3ccccc3)n2n1,18%,.,.,2%,.,.,-1
COc1ccc(C(=O)NCc2nnc(SCC(=O)Nc3ccc(C)cc3)n2-c2ccccc2)cc1,2%,.,.,-6%,.,.,6
CCN(Cc1ccccc1)S(=O)(=O)c1ccc2[nH]c3c(c2c1)CCCCC3,-5%,.,.,3%,.,.,-5
CN(C)C[C@@H]1CN(S(C)(=O)=O)C[C@H]1NC(=O)CC1=CCCCC1,3%,-9%,-24%,0%,-14%,-18%,16

# Five compounds from above, arranged by SMILES length, high to low.
SMILES,SNCA expr inhib,3T3 cytotox,GPT2 inh,SNCA viab count,FLuc inh,HEK293 tox,IP6K1 inhibitor
CCOCCCNC(=O)C(c1ccc(C)cc1)N(Cc1ccc2c(c1)OCO2)C(=O)c1ccccc1O (configuration not stated),0%,.,.,-24%,.,.,15
CNC(=O)[C@@H](c1ccccc1F)N1CCC[C@H]1C(=O)N(C)Cc1ccccc1,-9%[87.6 µM],?,0%[88.5 µM],-12%[87.6 µM],-24%[172 µM],?,6
CN(C)C[C@@H]1CN(S(C)(=O)=O)C[C@H]1NC(=O)CC1=CCCCC1,3%,-9%,-24%,0%,-14%,-18%,16
COCCNC(=O)[C@H]1C[C@H](Oc2ccccc2)CN1C(=O)c1ccccc1,-1%,0%,i,1%,0%,i,14
O=C1COc2ccc(OCC3CC3)nc2CN1Cc1ccc(C(F)(F)F)cc1,-13%[87.6 µM],79µM*,?,-1%[87.6 µM],-1%[172 µM],79µM*,-15

# Carrying on.
SMILES,SNCA expr inhib,3T3 cytotox,GPT2 inh,SNCA viab count,FLuc inh,HEK293 tox,IP6K1 inhibitor
O=C(c1cnccn1)N1CCC2(CC1)NCCc1c2[nH]c2ccccc12,32%[activator],-22%,2%,3%[12.5 µM],0%,-18%,13
COc1ccccc1-c1cc(C(=O)NCc2ccccc2)nn2cnnc12,-11%,?,i,1%,.,?,16
Cc1cccc(C(=O)NCCC2CCN(C(=O)Nc3ccc(F)cc3F)CC2)c1,21%,-22%,i,-5%,-19%,-12%,-7
CCC(C)NC(=O)c1ccc2c(c1)N(Cc1cccc(Cl)c1)C(=O)c1ccccc1S2=O (configuration not stated),8%,.,.,2%,.,.,9
O=C(NCc1ccc(Cl)cc1)c1cnc(N2CCCCC2)c2ccccc12,-16%,.,.,-10%,.,.,-4
C=CCN(C)C(=O)CC1COc2ccc(C(=O)N(C)C)cc2N1C (configuration not stated),2%,-12%,3%,0%,9%,-9%,2
O=C(COc1ccccc1)N1CCC2(CC1)CC(N(Cc1ccccc1)C1CC1)CCO2 (configuration not stated),?,?,3%,-13%,-20%,?,-11
O=C(Cc1c[nH]c2ccccc12)N1CCC(c2noc(C3CC3)n2)C1 (configuration not stated),-11%,1%,i,-5%,-2%,-4%,3
CC(C)(C)C1CCC2(CC1)NC(=O)N(CC(=O)Nc1ccc(F)cc1F)C2=O (configuration not stated),3%,-42%,?,0%,0%,?,-20
CC(C)NC(=O)N1CCN(c2cccc(C=O)c2)C(=O)C1,-34%[87.6 µM],-3%[138 µM],-11%[88.5 µM],-8%[87.6 µM],.,-5%[172 µM],-3
C=CCN1CC(C(=O)N2CCn3cncc3C2)CCC1=O (configuration not stated),-23%,2%,-10%,-3%,0%,-37%,-1
COc1ccc(/C=C/c2ccc3c(c2)C(=O)N2CC[C@H](NC(=O)CCC(=O)O)[C@H]2C(=O)N3)cc1,-11%,-3%,-9%,-3%,6.3µM*,-1%,7
C#CCNC(=O)C1CCN(c2nc3ncccc3o2)CC1,22%[87.6 µM],-17%[138 µM],0%[88.5 µM],13%[87.6 µM],.,i,15
CCCS(=O)(=O)N1CCCC(c2nc(-c3ccccc3)no2)CCNC(=O)CC1 (configuration not stated),-7%,-10%,i,-3%,-12%,-14%,11
